SDO1 yeast rescue: sdo1-depleted yeast growth rescue. AID 817. 140,000 compounds, 0.21% hits. z-score at 10 µM. S. cerevisiae sdo1-depleted JHY4D growth rescue, OD600 30 h; hits give high values; pdr5 snq2 efflux-pump mutant strain;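 active means z-score above 3 at both the 24 hr and the 30 hr optical density reads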;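 further: z-score against mean and SD of all compound wells on the same plate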
Insulin prom inh: TRM-6 insulin promoter activity inhibition. TRM-6 cells (human fetal islet line), insulin promoter-eGFP reporter, imaging; reporter expression induced with tamoxifen. inhibition, % at 2 µM. 130,000 compounds, 0.9% hits. AID 1273;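 active means inhibition above the mean plus 3 SD, with well images judged a real hit on visual review, cut at about 60% in these data, passing the limit was not always enough; inconclusive means inhibition over the cutoff but images rejected on review; inactive means inhibition not above the cutoff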
SDO1 yeast rescue Rescue 24 h: also measured in SDO1 yeast rescue; calls as there; z-score; S. cerevisiae sdo1-depleted JHY4D growth rescue, OD600; measured here: growth rescue at 24 h;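 0 is the plate mean of compound wells and units are plate SD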
Starred values were filed as active, the others as inactive; i = inactive; ? = inconclusive; / = not tested or not shown; & = joins results of further samples. The list is partial; count on the stated rates, not on these rows.

A first look (2 entries):
Screens in order – SDO1 yeast rescue | SDO1 yeast rescue Rescue 24 h | Insulin prom inh
- Cc1cccc(Nc2nnc(SCC(=O)Nc3ncc(C(F)(F)F)cc3Cl)s2)c1C
 : -1.32 | -1.38 | /
- CC1CCN(c2nc3c(c(=O)[nH]c(=O)n3C)n2Cc2ccccc2Cl)CC1
 : -1.56 | -0.58 | /

All compounds of this part (from the top)
Screens in order – SDO1 yeast rescue | SDO1 yeast rescue Rescue 24 h | Insulin prom inh
- Cc1cccc(Nc2nnc(SCC(=O)Nc3ncc(C(F)(F)F)cc3Cl)s2)c1C
 : -1.32 | -1.38 | /
- CC1CCN(c2nc3c(c(=O)[nH]c(=O)n3C)n2Cc2ccccc2Cl)CC1
 : -1.56 | -0.58 | /
- Cc1ccc(S(=O)(=O)NCC(=O)OCc2csc(-c3ccccc3)n2)cc1
 : -0.52 | -0.75 | -11.1
- Clc1ccc(Nc2nc(NCCN3CCOCC3)nc(N3CCOCC3)n2)cc1
 : -0.33 | -0.43 | /
- COc1cc(OC)nc(N/N=C(\c2ccccc2)c2ccncc2)n1
 : 0.21 | 0.02 | -23.1
- CCN(CC)C(=O)CN1C(=O)C2(OCC(C)(c3ccccc3)CO2)c2ccccc21 (stereo not given)
 : -0.35 | 0.18 | 58.8
- Cn1c(SCC(=O)NC(=O)c2cccc([N+](=O)[O-])c2)nnc1-c1ccc(F)cc1
 : 0.68 | 0.25 | 0.0
- CC1CC(C)CN(S(=O)(=O)c2ccc(C(=O)N3CCN(c4ccccc4)CC3)cc2)C1 (stereo not given)
 : -0.69 | -0.43 | 35.7
- COc1ccc(S(=O)(=O)N2CCCCC2C(=O)O)cc1OC (stereo not given)
 : 2.51 | 2.87 | /
- Cc1ccc(N2CCN(C(=O)c3cc(C(=O)c4ccccc4C)c[nH]3)CC2)c(C)c1
 : / | / | -42.9
- Cc1cccc(NC(=O)CN(C)S(=O)(=O)c2ccccc2)n1
 : 0.23 | -0.6 | 13.3
- CN(C)c1cccc(C(=O)OC(C(=O)Nc2ccc([N+](=O)[O-])cc2Br)c2ccccc2)c1 (stereo not given)
 : 0.56 | 0.88 | /
- Cc1cc(Cl)ccc1N=c1ssnc1Cl
 : -2.59 | -1.69 | 21.9
- CCCCN(C(=O)Cn1nnc2ccccc21)C(C(=O)NCCOC)c1ccccc1 (stereo not given)
 : 0.39 | -0.17 | -218.9
- COc1ccc(OC)c(S(=O)(=O)Nc2ccccc2C)c1
 : -0.35 | -0.97 | -20.0
- CC(=O)N1CCc2cc(S(=O)(=O)NC(C(=O)Nc3nc(C)cs3)C(C)C)ccc21 (stereo not given)
 : 0.57 | -0.06 | /
- CC1=C(C(=O)OCC2CCCO2)C(c2coc3ccc(C)cc3c2=O)C2=C(CCCC2=O)N1 (stereo not given)
 : / | / | 25.0
- COc1ccc(CNC(=O)CN(C(=O)c2ccc(CN3CCOCC3)o2)C2CCCC2)cc1
 : 0.41 | 0.27 | -40.3
- CCOc1ccc(OCC)c(NC(=O)C2CCN(S(=O)(=O)c3c(C)[nH]c(=O)[nH]c3=O)CC2)c1
 : / | / | 25.9
- O=C(Nc1cccc2ccccc12)c1ccc(Br)o1
 : -0.21 | -0.72 | 10.0
- CCCn1cnc2c(sc3nc4c(cc32)CSC(C)(C)C4)c1=O
 : -2.3 | -2.38 | /
- CCc1ccccc1NC(=O)CSc1nnc([C@H](CCSC)NC(=O)OC(C)(C)C)o1
 : -0.1 | 0.03 | i
- Cc1ccc(S(=O)(=O)N2CCN(C(=O)c3cc(=O)c4ccccc4o3)CC2)cc1
 : / | / | 0.0
- CCN(/N=C/c1ccccc1)c1cc(=O)n(C)c(=O)[nH]1
 : 1.11 | 1.59 | /
- O=C(COc1ccccc1Cl)N1CCN(c2ccc([N+](=O)[O-])c(N3CCCCC3)c2)CC1
 : -0.65 | -0.11 | -29.2
- O=C(CCSc1nc(-c2ccco2)cc(C(F)(F)F)n1)NCCc1ccccc1
 : -0.57 | -0.36 | -29.7
- O=C(NCc1ccccc1)[C@@H]1C[C@H]1[C@@H](NP(=O)(c1ccccc1)c1ccccc1)c1ccccc1
 : 0.06 | 0.17 | -33.3
- O=C(/C=C\c1ccc2c(c1)OCO2)Nc1nnc(SCC(=O)OCc2ccccc2)s1
 : -1.46 | -0.7 | ?
- CC(C)(C)C(=O)Nc1nnc(SCC(=O)NCc2cccs2)s1
 : -0.07 | -0.82 | 0.0
- CC(=O)Oc1ccc(OC(C)=O)c(SCCCCCCl)c1
 : / | / | -169.2

Arranged by value in SDO1 yeast rescue (falling): some entries from above.
Screens in order – SDO1 yeast rescue | SDO1 yeast rescue Rescue 24 h | Insulin prom inh
- CN(C)c1cccc(C(=O)OC(C(=O)Nc2ccc([N+](=O)[O-])cc2Br)c2ccccc2)c1 (stereo not given)
 : 0.56 | 0.88 | /
- CC1CCN(c2nc3c(c(=O)[nH]c(=O)n3C)n2Cc2ccccc2Cl)CC1
 : -1.56 | -0.58 | /
- Cc1cc(Cl)ccc1N=c1ssnc1Cl
 : -2.59 | -1.69 | 21.9

Other structures.
Screens in order – SDO1 yeast rescue | SDO1 yeast rescue Rescue 24 h | Insulin prom inh
- O=C(CN1C(=O)CSc2ccccc21)Nc1ccccc1C(=O)N1CCOCC1
 : 0.15 | -0.58 | /
- CCOc1ccc(CCNC(=O)C2CCCN(C(=O)N(C)C)C2)cc1OCC (stereo not given)
 : 0.31 | -0.07 | -1.3
- Cn1c(=O)c2c(nc(OCc3ccccc3)n2C)n(C)c1=O
 : -0.35 | -0.45 | /
- CCOC(=O)N1CCN(c2c(-c3ccc(C)cc3)c(=O)c2=O)CC1
 : 0.55 | 0.07 | -57.9
- COCCN(C(=O)CNC(=O)c1ccco1)C(C(=O)NC1CCCC1)c1cccs1 (stereo not given)
 : 1.42 | 1.67 | 0.0
- COCc1[nH]nc2c1C(c1ccc(OC)c(OC)c1)C(C#N)=C(N)O2 (stereo not given)
 : 0.56 | 0.16 | 5.7
- O=C(c1ccco1)N1CCN(C(=O)C2CC2)CC1
 : 0.06 | -0.16 | -50.0
- CCCCC(CC)CNC(=O)C1C2C=CC(C2)C1C(=O)O (stereo not given)
 : 0.88 | 0.96 | 28.6
- COC(=O)c1[nH]c2ccccc2c1NC(=O)CN1CCN(c2cccc(Cl)c2)CC1
 : -0.73 | -0.59 | /
- O=C1c2ccccc2C(=O)N1CCCCSc1nnnn1-c1ccccc1
 : -0.65 | -0.23 | /
- Cc1ccccc1OCC(=O)N(Cc1ccc(N(C)C)cc1)C1CCS(=O)(=O)C1 (stereo not given)
 : 0 | -0.44 | -47.1
- O=S1(=O)CC(NCc2ccccc2)C(Nc2ccc(Cl)cc2)C1 (stereo not given)
 : -0.1 | -0.38 | /
- Cc1ccc(S(=O)(=O)N2CCOCC2)cc1NC(=O)COC(=O)CNC(=O)c1ccc(C(C)(C)C)cc1
 : -0.23 | 0.37 | /
- Cn1c(=O)c2c(ncn2CCN(CCO)Cc2ccccc2)n(C)c1=O
 : 0.7 | 0.02 | /
- CCOc1ccc(NC(=O)CCNS(=O)(=O)c2ccc3c(c2)c(=O)n(C)c(=O)n3C)cc1
 : 0.46 | -0.52 | 9.1
- NS(=O)(=O)c1ccc2c(c1)C1C=CCC1C(C1CC=CCC1)N2 (stereo not given)
 : 0.84 | 1.27 | /
- Cc1ccc(NC(=S)Nn2cnnc2)cc1
 : / | / | 29.4
- CCCCN1C2=C(C(=O)CC(C)(C)C2)C(c2ccccc2)C2=C1c1ccccc1C2=O (stereo not given)
 : -0.48 | 0.98 | 53.3
- CCOc1ccc(NC(=S)N(CCc2c(C)[nH]c3ccccc23)Cc2ccco2)cc1
 : -0.62 | -0.93 | 14.3
- Cc1ccc2nc(NC(=O)C3CCN(S(=O)(=O)c4cnc[nH]4)CC3)sc2c1
 : 1.97 | 0.85 | -83.3
- CCOc1ccc(C(C)NC(=O)c2cccnc2OCC)cc1OCC (stereo not given)
 : / | / | -35.0
- CCOc1cc(NC(=S)NCCCN2CCOCC2)c(OCC)cc1NC(=O)C1CC1
 : 0.89 | 0.61 | /
- Cc1[nH]nc2c1/C(=N\O)CC(C)(C)C2
 : 0.29 | -0.39 | /
- COc1ccc(C(=O)N/N=c2\oc3ccccc3cc2C(=O)NCc2ccccc2)cc1
 : 0.76 | 2.44 | 6.7
- c1ccc(-c2cc3c(ccc4nonc43)nn2)cc1
 : 0.4 | 0.93 | /
- CN(C)/C=N/c1cc(=O)[nH]c(=O)n1C
 : 0.65 | 0.99 | 38.1
- Cc1ccc(OCc2nnc(SCC(=O)Nc3nccs3)n2-c2ccccc2)cc1C
 : -0.32 | 0.77 | 0.0
- COC(=O)C(C)n1nc(C)n(-c2ccc(C)cc2)c1=O (stereo not given)
 : 1.36 | 1.15 | 22.6
- CCCCC(=O)N(c1ccc(C(=O)O)cc1)c1nc(-c2ccc(Cl)cc2)c(CC)s1
 : / | / | -60.0
- COc1ccc(CN2C(=O)c3ccccc3C(/C=N/OCc3ccc(Cl)cc3)C2=O)cc1 (stereo not given)
 : 0.28 | -0.05 | 32.1

New compounds follow.
smiles	SDO1 yeast rescue	SDO1 yeast rescue Rescue 24 h	Insulin prom inh
CCOC(=O)N1CCN(C(=O)CN(C)S(=O)(=O)c2ccc3c(c2)C(C)(C)C(=O)N3C)CC1	-0.42	-1.13	0.0
CCOC(=O)c1cn(-c2ccc([N+](=O)[O-])cc2)c2cc(Cl)c([N+](=O)[O-])cc2c1=O	0.26	-0.32	/
CCNC(=S)NNC(=O)c1cc(C2CC2)nc2ccccc12	0.15	-0.54	/
CC(C(=O)Nc1ccc(Cl)cc1)c1ncc(C(F)(F)F)cc1Cl (stereo not given)	-0.72	-0.89	68.2
Nc1ccc(-c2n[nH]c(=O)c3ccccc23)cc1N	1.34	1.08	-55.2
CCC(CC)NC(=O)c1cc([N+](=O)[O-])ccc1N1CCOCC1	0.43	-0.5	/
COc1ccc(CCNC(=O)c2ccc3c(c2)NC(=O)C(N2CCOCC2)S3)cc1OC (stereo not given)	0.93	-0.27	-29.0
COc1ccc(-c2c3c(=O)n(C)c(=O)n(C)c3c3nnc4ccccc4n23)cc1	/	/	50.0
COc1cccc(C2=NOC(C(=O)Nc3ccc(C(C)=O)cc3)C2)c1 (stereo not given)	-0.2	-0.07	5.7
CCc1cccc(C)c1NC(=S)NCc1ccc2c(c1)cc(C)n2C	-0.54	-0.18	36.6
CCCc1cc2c(-c3ccccc3)cc(=O)oc2cc1OCc1ccc(C(=O)O)o1	/	/	5.9
O=C1c2ccccc2C(=O)N1CCCCN(C(=O)c1ccco1)c1ccc(Cl)cc1	-1.41	-0.76	-92.9
COc1ccc(OC)c(NC(=O)CSCC(=O)O)c1	0.79	1.21	3.9
CCOC(=O)c1cn[nH]c1N	0.15	-1.02	/
CC(=O)NC1C(=O)N=C(SCC(=O)NC2CCCCC2)NC1=O (stereo not given)	-0.29	-0.51	33.3
CCOc1ccc2nc(NC(=O)c3cnc(C)cn3)sc2c1	0.58	0.74	20.0
CCN1CCc2c(C#N)c(N3CCCCC3)nc(N3CCOCC3)c2C1	0.83	-0.04	-114.3
C=CCc1cccc(OC)c1OCCOCCn1ccnc1	-0.29	-0.65	27.6
CCN(CC)c1ccc(/C=c2/sc3nnc(-c4ccccc4C)n3c2=O)cc1	-1.28	0.68	7.1
Cc1cccc(N2C(=O)SC(N(C)c3ccccc3)C2=O)c1 (stereo not given)	-0.24	-0.32	/
CCC(Sc1nc2cc(OC)c(OC)cc2c(=O)n1Cc1ccco1)C(=O)NCCOC (stereo not given)	0.34	0.09	15.8
CCOC(=O)C1CCCN(Cc2ccc(OC)cc2OC)C1 (stereo not given)	0.91	0.94	/
CCCCn1nc(C(=O)Nc2ccc(S(=O)(=O)Nc3ncccn3)cc2)c2ccccc2c1=O	/	/	25.0
Cc1c(/C=C/C(=O)c2ccccc2O)cnn1C	-0.71	0.18	8.3
O=C(Nc1ccc(Br)cn1)C1CCCN1S(=O)(=O)c1ccccc1 (stereo not given)	0.05	0.02	-21.1
CC1=C(C(=O)OC(C)C)C(c2cccc(F)c2)N2C(=O)C(C)SC2=N1 (stereo not given)	-0.95	-0.74	42.9
Cc1cc[n+](-c2nc3ccccc3nc2[N-]S(=O)(=O)c2cccs2)cc1C	1.1	0.66	9.7
CCOC(=O)C1CCCN(C(=O)c2ccc(OC(C)=O)cc2)C1 (stereo not given)	0.66	-0.24	/
COc1ccc(-n2cnnc2SCc2cnc(-c3ccccc3)s2)cc1	3.06*	3.66*	-63.6
O=C(NNC(=S)Nc1ccc(Br)cc1Cl)c1ccncc1	1.37	1	32.4
CCOC(=O)N1CCN(C(=O)c2ccc(NC(=O)CC)cc2)CC1	1.08	0.31	46.1
O=C(Nc1ccccc1C(=O)NCC1CCCO1)c1ccco1 (stereo not given)	0.37	-0.54	-58.6
CCOc1c(Cl)cc(Cl)cc1CNCCNCCO	-0.35&-0.68	-0.65&-0.28	/
CCCCOc1ccccc1NC(=O)c1scc2c1OCCO2	/	/	-75.0
Cc1ccc(S(=O)(=O)NCCCCC(NC(=O)OC(C)(C)C)C(=O)O)cc1 (stereo not given) (tested in a mixture with another compound)	1.01	1.49	44.2
[O-][n+]1c2c(nc3c1-c1ccccc1C3O)CCCC2 (stereo not given)	/	/	51.2
CCn1c(=O)n(CC)c2cc(S(=O)(=O)NCCOc3ccccc3)c(C)cc21	-0.22	0.14	0.0
NC(=O)c1ccc(/C=N/O)nc1	/	/	0.0
O=C(NCCCn1ccnc1)/C(=C\c1ccco1)NC(=O)c1ccco1	/	/	0.0
c1ccc(CNc2nc(-c3cccnc3)cs2)cc1	/	/	44.4
CCC1CCCCN1C(=O)N[C@@H](Cc1ccccc1)C(=O)O (stereo not given in full)	1.38	0.83	/
CCOc1ccc(NC(=O)CN2CCN(CC(=O)Nc3ccc(F)cc3)CC2)cc1	0.36	-0.57	-56.2
CC(=O)c1c(C)[nH]c(C(=O)COc2cc(C)ccc2C(C)C)c1C	-0.51	0.23	21.7
